KB-3-1 tox = qHTS assay for MDR1-selective chemotherapeutics: Primary screen using the parental adenocarcinoma cell KB-3-1. KB-3-1 viability, CellTiter-Glo ATP luminescence, 72 h. Potency, µM (top dose mostly 46.1 µM), for the others: top-dose activity change, negative = cytotoxic, most hits filed as cytotoxic. 400,000 tested, 1.4% active; further: potency means the concentration at half of the fitted maximal effect; on the % scale 0 is the no-effect control and ±100 the full control effect; nearly all actives have a fitted effect of over 60% in size
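Multi-concentration cytotoxicity screen in KB-3-1 cells grown in DMEM lacking phenol red with 10% FBS. After 72 h at 37 °C with compound, ATP-dependent luminescence was recorded.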
MCF10A rereplic = A quantitative high throughput screen for small molecules that induce DNA re-replication in MCF 10a normal breast cells | MCF 10A DNA re-replication, Hoechst nuclear intensity, 48 h | Potency, µM (top dose mostly 46.1 µM), without a hit: at the highest dose activity, positive = re-replication, most hits filed as activators | 350,000 tested, 2.9% active; further: potency means the concentration at half of the fitted maximal effect; % of control where 0% means no effect; nearly all actives have a fitted effect of over 50% in size
ATXN2 expr inh = Primary qHTS for Inhibitors of ATXN expression | HEK-293 ATXN2-luciferase reporter, luminescence, 24 h | AID 1745845, 2022 | Potency, µM (titrated, usually from 57 µM), for the others: top-dose activity change, negative = inhibition, actives largely listed as inhibitors | 360,000 tested, 0.72% active; further: potency means the concentration at half of the fitted maximal effect; on the % scale 0 is the no-effect control and ±100 the full control effect; nearly all actives have a fitted effect of over 55% in size
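ATXN2-luciferase reporter cells (luciferase flanked by upstream and downstream ATXN2 gene portions) were treated 24 h at 37 °C with compounds at up to 57 uM. SteadyGlo luminescence gave expression; GF-AFC fluorescence gave viability.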
IL1B secr inh = qHTS for Inhibitors of Inflammasome Signaling: IL-1-beta AlphaLISA Primary Screen. THP-1 LPS/ATP IL-1B secretion, AlphaLISA, 16 h; hits give low values. activity change, % at 57.5 µM. 360,000 tested, 4.7% active. AID 743279, 2014; in the data active means activity change below about -50%; inconclusive means mostly about -30% to -49%; further: on the % scale 0 is the no-effect control and ±100 the full control effect
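Secreted IL-1B measured by AlphaLISA bead assay after 16 h compound exposure of THP-1 cells; compounds (final up to 57.5 uM) added 1 h before LPS (250 ng/mL) and ATP (1.25 mM) stimulation; lower signal means less secretion.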
HepG2 viability = qHTS for Inhibitors of TGF-b: Cytotox Counterscreen; HepG2 CAGA-GFP viability, ATP luminescence, 18 h; Potency, µM (doses to about 46.1 µM), inactives show at the top dose activity change, negative = cytotoxicity, most hits filed as cytotoxic; 410,000 tested, 0.76% active; further: potency means the concentration at half of the fitted maximal effect; some results filed as inactive show a strong effect at the top dose
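HepG2 CAGA-GFP cells (1000/well, DMEM with 1% FBS) received compound, then TGF-beta at 500 pg/mL final, and were incubated 18 hours at 37 degrees C. Viability was read by CellTiter-Glo luminescence. Media-only wells were set as complete cell-killing and DMSO as no toxicity.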
HT1080NT lethal = qHTS for induction of synthetic lethality in tumor cells producing 2HG: qHTS for the HT-1080-NT fibrosarcoma cell line; AID 686970, 2013; 360,000 tested, 1.6% active; Potency, µM (titrated, usually from 46.1 µM), inactives show at the highest dose activity, negative = less viability, hits mostly cytotoxic; HT-1080-NT fibrosarcoma viability, CellTiter-Glo ATP luminescence, 48 h;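 further: NT is the 2HG producing partner of a matched IDH1 knockdown line; potency means the concentration at half of the fitted maximal effect; 0% = DMSO-treated cells and -100% = media-only wells without cells; nearly all actives have a fitted effect of over 55% in size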
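HT-1080-NT fibrosarcoma cells (2HG-overproducing), 750 cells/well in RPMI with 5% FBS, dosed after 2 h and incubated 48 h at 37C. CellTiter-Glo luminescence normalized to DMSO and no-cell wells; concentration-response curves fitted and classed.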
ATXN viability = Viability Counterscreen for Primary qHTS for Inhibitors of ATXN expression | Potency, µM (doses to about 56.7 µM), actives largely listed as cytotoxic | AID 651635, 2014 | 400,000 tested, 0.49% active | S2 cells (HEK-293 line with an ATXN2-luciferase reporter) viability, CellTiter-Fluor protease fluorescence, 24 h; further: potency means the concentration at half of the fitted maximal effect; nearly all actives have a fitted effect of over 40% in size
HT1080 IDH1KD tx = qHTS for induction of synthetic lethality in tumor cells producing 2HG: qHTS for the HT-1080-IDH1KD cell line; 360,000 tested, 2% active; Potency, µM (series often up to 46.1 µM), for inactives: at the highest dose activity, negative = toxicity, most hits filed as cytotoxic; HT-1080 IDH1 knockdown viability, ATP luminescence, 48 h;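 further: potency means the concentration at half of the fitted maximal effect; 0% = DMSO wells and -100% = cell-free medium wells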
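Luminescent ATP read-out (CellTiter-Glo, 10 min at room temperature) after 48 h compound exposure at 37 °C gave viability of IDH1-knockdown HT-1080 cells. Activity was normalised to DMSO and cell-free wells, then fitted as concentration-response curves.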
SW480 rereplic = A quantitative high throughput screen for small molecules that induce DNA re-replication in SW480 colon adenocarcinoma cells; SW480 DNA re-replication, Hoechst DNA content imaging, 48 h; Potency, µM (highest dose often 46.1 µM), without a hit: top-dose re-replication activation, actives largely listed as activators; 340,000 tested, 1.8% active; AID 624297, 2012; further: potency means the concentration at half of the fitted maximal effect; % of control where 0% means no effect; nearly all actives have a fitted effect of over 55% in size
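DNA re-replication was detected as more nuclei of elevated Hoechst intensity after 48 hr exposure to compound (23 nL pinned per well of 250 cells).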
Starred values were filed as active, the others as inactive; i = inactive; u = inconclusive; x = no result given; & = joins results of further samples; [ ] = another dose, or the depositor's remark. Unless noted, the call rests on the fitted dose curve; in most records, active means well fitted curve in the direction sought with a large enough effect; inconclusive means small, poorly fitted or top-dose-only effect, or another doubt; inactive means no such curve, though single readings can be large; an effect the other way counts as inactive or inconclusive.

SMILES	KB-3-1 tox	MCF10A rereplic	ATXN2 expr inh	IL1B secr inh	HepG2 viability	HT1080NT lethal	ATXN viability	HT1080 IDH1KD tx	SW480 rereplic
COC(=O)[C@H](Cc1ccc(O)cc1)NC(=O)Cn1cnc(C(=O)Nc2ccc(C)c(C)c2)n1	28%	u	-7%	24	-30%	5%	i	5%	-1%
O=C(NCC(=O)N(c1ccc(Cl)cc1)C(C(=O)NC1CCCC1)c1cccnc1)c1ccco1 (configuration not stated)	-12%	-1%	-3%	0	-4%	-2%	i	12%	1%
CC1=NN(c2ccccc2)C(=O)/C1=C/C=C/c1ccccc1	u	9.2µM*	u	-129*	-54%	3.3µM*	u	9.2µM*	7.3µM*
Cc1ccc(C(=O)NNC(=O)c2cccc(S(=O)(=O)N3CCOCC3)c2)cc1	15%	-9%	6%	16	12%	9%	i	0%	-4%
Cc1ccccc1N1CCN(C2CCCN(C(=O)c3cc[n+]([O-])cc3)C2)CC1 (configuration not stated)	-1%	-1%	11%	-4	5%	13%	i	23%	-9%
CN(C(=O)c1cccc(NC(=O)C2CCN(C(=O)OC(C)(C)C)CC2)c1)C1CCCCC1	-29%	7%	-33%	3	-21%	-4%	u	-10%	0%
C#Cc1ccc([C@H]2C=C(C(=O)O)O[C@@H](OCCCCO)C2)cc1	0%	6%	-2%	0	-1%	-2%	i	2%	-1%
Cc1noc(C)c1COc1ccccc1C(=O)N1CCN(S(=O)(=O)c2cccc([N+](=O)[O-])c2)CC1	6%	-1%	8%	15	0%	4%	i	-1%	1%
COc1cccc(-n2nnnc2SCC(=O)Nc2cccc(NC(C)=O)c2)c1	6%	9%	5%	u	-2%	-8%	i	-21%	0%
Fc1ccc(C(CCNCc2cccs2)c2ccco2)cc1 (configuration not stated)	-1%	1%	-28%	u	-33%	u	i	u	5%
CCC(CO)NC1=CC(=O)CCC1 (configuration not stated)	-3%	-1%	8%	-4	-25%	8%	i	7%	-5%
Cc1ccc(S(=O)(=O)N2CCC(=O)N([C@H](COCc3ccc(Cl)cc3)Cc3ccccc3)CC2)cc1	u	x	-1%	-13	x	3%	u	-4%	x
O=C1CCN(C(=O)Nc2ccccc2Cl)N1	7%	u	-2%	17	1%	0%	i	0%	-4%
CCOc1ccc(NC(=O)c2ncoc2-c2ccco2)cc1	-2%	x	-10%	x	-40%	x	i	x	x
CCN(c1ccccc1)S(=O)(=O)c1cccc(C(=O)N(C)CCOc2ccccc2)c1	2%	-1%	8%	-17	4%	-2%	i	5%	2%
CCNC(=S)NNC(=S)NCc1ccccc1	1%	-4%	-8%	-5	3%	-1%	i	8%	u
COc1ccc(NC(=O)c2ccc3ccccc3c2)cc1NS(=O)(=O)c1ccc(F)cc1	1%	9%	0%	-9	-12%	7%	i	6%	-2%
O=C(CN1C(=O)NC2(CCCc3ccccc32)C1=O)NCc1cccs1 (configuration not stated)	-1%	u	3%	8	5%	8%	i	8%	-2%
C=CCn1c(SCC(=O)N2CCCCC2)nnc1-c1ccncc1	0%	5%	-5%	20	-26%	16%	i	20%	0%
Cc1ccnc(N2CCC(C(=O)Nc3cccc(C(F)(F)F)c3)CC2)n1	-17%	14%	-19%	-6	-15%	-10%	u	-18%	7%

The last two entries of the section above lead into the next:
SMILES	KB-3-1 tox	MCF10A rereplic	ATXN2 expr inh	IL1B secr inh	HepG2 viability	HT1080NT lethal	ATXN viability	HT1080 IDH1KD tx	SW480 rereplic
C=CCn1c(SCC(=O)N2CCCCC2)nnc1-c1ccncc1	0%	5%	-5%	20	-26%	16%	i	20%	0%
Cc1ccnc(N2CCC(C(=O)Nc3cccc(C(F)(F)F)c3)CC2)n1	-17%	14%	-19%	-6	-15%	-10%	u	-18%	7%
CC1=C(C(=O)N2CCOCC2)CC(CC(=O)NC2CC2)C(=O)N1CCC1=CCCCC1 (configuration not stated)	0%	x	-1%	-7	0%	9%	i	7%	x
O=C(CSc1n[nH]c(-c2cccs2)n1)N1CCCC1	-1%	1%	1%	5	-24%	-7%	i	1%	17%
Cc1cccn(Cc2c(Cl)cccc2Cl)c1=O	-15%	4%	6%	38	30%	-5%	i	-6%	7%
O=C(NNC(=O)c1cccc2ccccc12)c1ccc(Cl)cc1Cl	4%	14%	12%	-16	-22%	-26%	i	-2%	2%
O=C(Nc1cccc(C(=O)O)c1)Nc1ccc2c(c1)OCO2	-18%	-3%	5µM*	-13	-29%	-8%	i	2%	-1%
COc1cc(CCN2C(=O)c3cccc4cccc(c34)C2=O)c(S(=O)(=O)NCCCO)cc1OC	-11%	16%	-16%	8	-5%	7%	i	7%	8%
CCOC(=O)C1CCCN(C/C=C/c2ccccc2)C1 (configuration not stated)	5%	2%	-8%	-3	2%	12%	i	3%	1%
COc1cc(/C=C2\CCC(C3CCCC3)C2=O)ccc1OC(C)C (configuration not stated)	3%	u	5%	47	2%	-7%	i	8%	-2%
Cc1sc2c(c1C)c(=O)nc1scc(CC(=O)O)n12	7%	0%	6%	16	0%	7%	i	-4%	-5%
CN(C)c1ccc(C(=O)Nc2ccc(S(=O)(=O)Nc3nccs3)cc2)cc1	-4%	12%	6%	5	1%	9%	i	4%	0%
CC1(C(=O)Nc2ccc3nc[nH]c3c2)CCN1C(=O)C/C=C/c1ccccc1 (configuration not stated)	0%	x	-1%	-21	-3%	1%	i	10%	x
O=C(Nc1ccc(Br)cc1F)C1CCCN(S(=O)(=O)c2cnc[nH]2)C1 (configuration not stated)	-13%	18%	-14%	13	31%	3%	i	0%	-2%
CC1CCN(c2ccccc2NC(=S)NC(=O)c2ccco2)CC1	-29%	18µM*	-2%	3	-9%	-16%	i	-25%	9%
COc1cc2c(cc1OC)n(CC(=O)NC1CCCCCC1)n1c(C)cc(=O)nc21	4%	-2%	-35%	-13	-3%	10%	i	-1%	-7%
O=C(NNC1CC(=O)N(c2ccc(Cl)cc2)C1=O)c1ccccc1Cl (configuration not stated)	9%	3%	-17%	-7	-21%	u	i	4%	0%
CN(C)S(=O)(=O)c1cccc(NC(=O)COC(=O)c2ccc3c(c2)OCO3)c1	14%	0%	-6%	6	8%	-9%	i	-3%	-5%
CCC(C(=O)NCc1ccco1)n1nc(C)c2c(C)n(-c3ccccc3)nc2c1=O (configuration not stated)	-3%	0%	-10%	13	-7%	0%	i	-5%	3%
CCS(=O)(=O)N1CCCC(C(=O)Oc2ccc(Br)cc2)C1 (configuration not stated)	-5%	-9%	-28%	0	-1%	-3%	i	-9%	-9%
CC1(C)Cc2ccccc2-c2nnc(-c3ccccn3)n21	0%	-24%	-7%	3	-25%	u	i	6%	-6%
NC1=NC2(CCN(Cc3ccccc3)CC2)n2c(nc3ccccc32)N1	-12%	1%	-12%	-18	-13%	-14%	i	-9%	-13%

Entries of single compounds as entered above. Values in the order: KB-3-1 tox | MCF10A rereplic | ATXN2 expr inh | IL1B secr inh | HepG2 viability | HT1080NT lethal | ATXN viability | HT1080 IDH1KD tx | SW480 rereplic
COC(=O)[C@H](Cc1ccc(O)cc1)NC(=O)Cn1cnc(C(=O)Nc2ccc(C)c(C)c2)n1 is entered as 28% | u | -7% | 24 | -30% | 5% | i | 5% | -1%
CCOc1ccc(NC(=O)c2ncoc2-c2ccco2)cc1 is entered as -2% | x | -10% | x | -40% | x | i | x | x
COc1cccc(-n2nnnc2SCC(=O)Nc2cccc(NC(C)=O)c2)c1 is entered as 6% | 9% | 5% | u | -2% | -8% | i | -21% | 0%

(list continues)
SMILES	KB-3-1 tox	MCF10A rereplic	ATXN2 expr inh	IL1B secr inh	HepG2 viability	HT1080NT lethal	ATXN viability	HT1080 IDH1KD tx	SW480 rereplic
Cc1cccc(C(=O)NCC(=O)OCC(=O)c2ccc(C)s2)c1	13%	0%	-1%	21	-2%	0%	i	2%	-4%
CCCCC(=O)NC(c1ccc([N+](=O)[O-])cc1)c1c(O)ccc2ccccc12 (configuration not stated)	u	u	u	-60*	-48%	16µM*	u	u	u
CCOc1ccc(S(=O)(=O)N(CC(=O)N/N=C/c2ccc(-c3ccc([N+](=O)[O-])cc3)o2)c2ccccc2)cc1	u	0.82µM*	-7%	-6	1%	13µM*	i	-24%[9.24 µM]	21µM*
COc1cccc(CNC(=O)CCC(=O)N2Cc3cccc(OC)c3Oc3ncccc32)c1OC	0%&0%	0%	0%	-6	-90%&-16%	-4%	i	-1%	-1%
COc1ccc(OCc2nnc(SCC(=O)NC3CCCCC3)o2)cc1	5%	0%	1%	-3	16%	3%	i	11%	-12%
COc1ccc(C(=O)N2CCCC(CCC(=O)N3CCN(c4ccccn4)CC3)C2)cc1 (configuration not stated)	-19%	-9%	-12%	i	0%	-3%	i	-5%	-26%
COc1ccc(NC(=O)CCNC(=O)N2CC(=O)Nc3ccccc32)cc1OC	5%	x	x	27	-11%	4%	i	3%	x
Cc1ccc(-c2noc(-c3ccccc3C(=O)N3CCCC3)n2)cc1	-9%	-2%	24%	-6	-13%	-16%	i	-15%	3%
CC(C(=O)Nc1ccccc1Cl)N(c1ccccc1)S(C)(=O)=O (configuration not stated)	-1%	-6%	-24%	16	1%	10%	i	u	20%
CCc1ccc(S(=O)(=O)Nc2cc3c(cc2N2CCCCC2)n(C)c(=O)c(=O)n3C)cc1	-18%	5%	-8%	20	-25%	-12%	i	-12%	-4%
COc1cccc2cc(-c3nc4ccccc4[nH]3)c(=O)oc12	10%	12%	80%[activator]	30	-36%	1%	i	0%	u
Cn1c(-c2ccc3c(c2)OCO3)cnc1NCc1ccccc1Cl	-4%	5%	x	-17	-29%	-2%	i	-1%	-68%[inhibitor]

Source: PubChem BioAssay (National Center for Advancing Translational Sciences (NCATS))
